UGM FP inh – Mtb UDP-galactopyranose mutase inhibition. inhibition, % at 10 µM. purified UGM, fluorescence polarization probe displacement. 320,000 tested, 0.06% active; in the data active means inhibition above about 10%, passing the limit was not always enough; inconclusive means no clear call, values can overlap the other calls
BoNT-A LC inh2 – inhibitors of Botulinum neurotoxin A light chain protease; multiplex microsphere protease substrate cleavage, flow cytometry; inhibition, % at 10 µM; 360,000 tested, 0.17% active; AID 588499; further: plate controls were buffer without enzyme for full effect and enzyme alone for no effect
FadD28 FP inh – blocks FadD28 binding to the bisubstrate probe; fluorescence polarization; inhibition, % at 12.5 µM; 360,000 tested, 0.22% active; in the data active means inhibition above about 8.5%, passing the limit was not always enough; inconclusive means no clear call, values can overlap the other calls
GDH-TPI inh – GDH-TPI coupled enzyme inhibition counter-screen | GDH-TPI coupled enzyme counterscreen, NADH absorbance | inhibition, % at 4.8 µM | 360,000 tested, 1.2% active; in the data active means inhibition above about 30%;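 further: 0% = DMSO wells and 100% = wells lacking the enzyme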
Mtb FBA inh – inhibits M. tuberculosis FBA enzyme; purified M. tuberculosis FBA, fluorescence read-out; inhibition, % at 1 µM; P9WQA3; AID 588726; 360,000 tested, 2.3% active; in the data active means inhibition above about 27%;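 further: 0% = vehicle and 100% = reference inhibitor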
Mtb BioA inh – BioA (M. tuberculosis) enzyme inhibition | purified M. tuberculosis BioA enzyme, plate reader | inhibition, % at 9.99 µM | 360,000 tested, 0.096% active; in the data active means inhibition above about 40%; inconclusive means no clear call, values can overlap the other calls
Anthrax LF inh2 – anthrax lethal factor protease inhibition | multiplex microsphere protease cleavage assay, LF | inhibition, % at 10 µM | 360,000 tested, 0.12% active | AID 588501; further: plate controls were buffer without enzyme for full effect and enzyme alone for no effect
Target sequence (P15917 whole entry, looked up): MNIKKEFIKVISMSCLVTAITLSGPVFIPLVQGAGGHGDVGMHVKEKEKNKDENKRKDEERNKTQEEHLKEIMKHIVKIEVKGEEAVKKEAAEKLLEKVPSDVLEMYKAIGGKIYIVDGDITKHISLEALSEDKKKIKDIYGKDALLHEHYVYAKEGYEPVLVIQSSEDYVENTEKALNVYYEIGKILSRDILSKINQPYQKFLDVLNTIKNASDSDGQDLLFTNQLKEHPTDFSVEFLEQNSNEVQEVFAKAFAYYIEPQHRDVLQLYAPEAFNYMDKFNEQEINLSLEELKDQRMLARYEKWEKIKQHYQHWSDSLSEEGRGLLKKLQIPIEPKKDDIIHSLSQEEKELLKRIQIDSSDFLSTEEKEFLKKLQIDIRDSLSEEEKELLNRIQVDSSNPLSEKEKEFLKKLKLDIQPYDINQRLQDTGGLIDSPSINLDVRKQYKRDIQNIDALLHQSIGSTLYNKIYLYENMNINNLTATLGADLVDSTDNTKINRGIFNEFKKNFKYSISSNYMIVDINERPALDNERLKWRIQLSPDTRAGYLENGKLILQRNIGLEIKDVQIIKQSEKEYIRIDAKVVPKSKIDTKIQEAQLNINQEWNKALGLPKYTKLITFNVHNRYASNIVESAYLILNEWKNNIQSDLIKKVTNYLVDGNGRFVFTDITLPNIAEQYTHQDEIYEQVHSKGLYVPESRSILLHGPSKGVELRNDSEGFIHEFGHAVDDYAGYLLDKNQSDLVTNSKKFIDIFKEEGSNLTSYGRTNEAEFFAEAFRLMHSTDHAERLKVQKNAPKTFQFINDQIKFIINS
PfHsp40 yeast – rescue of PfHsp40-mediated yeast toxicity; S. cerevisiae expressing PfHsp40, growth rescue, ATP luminescence; growth rescue, % at 12.5 µM; 340,000 tested, 0.68% active; in the data active means growth rescue above about 28%, passing the limit was not always enough; inconclusive means no clear call, values can overlap the other calls;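 further: yeast W303a lacking pdr1 and pdr3 grown in galactose medium; growth measured after three days at 30 °C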
BoNT F protease – inhibitors of Botulinum neurotoxin F light chain protease. Multiplex microsphere protease cleavage assay, flow cytometry. inhibition, % at 10 µM. 360,000 tested, 0.22% active; in the data active means inhibition above about 35%, passing the limit was not always enough; inconclusive means no clear call, values can overlap the other calls; further: plate controls were buffer without enzyme for full effect and enzyme alone for no effect
Starred values were filed as active, the others as inactive; ? = inconclusive; / = no result given; & = joins results of further samples. Unless noted, no stated cut-off is given here; in the data, active means inhibition above about 30%; inconclusive means no clear call, values can overlap the other calls; inactive means below that.

Below each SMILES: UGM FP inh | BoNT-A LC inh2 | FadD28 FP inh | GDH-TPI inh | Mtb FBA inh | Mtb BioA inh | Anthrax LF inh2 | PfHsp40 yeast | BoNT F protease
> CCOC(=O)c1cc(-c2ccc(/C=C3/C(=O)N(c4ccc(C(=O)O)cc4)N=C3C)o2)ccc1Cl
 : 1.5 | -1.8 | 1.6 | 1 | -1 | -4.6 | 0 | -0.2 | 0
> c1ccc2c(c1)OCC(c1csc3ncnc(N4CCCC4)c13)O2 (configuration not stated)
 : 0.1 | 0.1 | -2.0 | 1 | 1 | 2.9 | -1 | 4.9 | -8
> Cc1noc(C)c1NC(=O)Nc1ccc2c(c1)CC(=O)N([C@H](C)CO)C[C@@H](C)[C@H](CN(C)CC1CCCCC1)O2
 : -2.0 | -0.2 | 1.2 | 10 | 5 | 2.4&2.8 | -8 | -0.6 | -2
> CCC1=NN2C(=N)/C(=C\c3cccn3-c3ccc(Br)cc3)C(=O)N=C2S1
 : / | 0.1 | -0.5 | 9 | 2 | 3.9 | 1 | 0.6 | -4
> CC1(C)SC(=S)N(/N=C/c2cccnc2)C1N(O)C(=O)NC1CCCCC1 (configuration not stated)
 : 2.3 | -2.0 | -0.6 | 9 | 1 | / | -11 | -1.3 | -12
> COc1ccc(/C=C2/CCc3ccccc3C2=O)cc1CN1CCOCC1
 : / | -0.6 | -2.4 | 11 | 0 | 0.8 | 0 | 0.4 | 0
> COc1ccc(CCN(C(=O)C(F)(F)F)C(C(=O)NC2CCCC2)c2cccs2)cc1OC (configuration not stated)
 : -0.6 | -0.7 | -1.1 | -2 | 4 | -0.7 | -3 | 2.0 | -13
> Cc1cc(NS(=O)(=O)c2ccc(NC(=O)C(C)Oc3ccccc3Cl)cc2)no1 (configuration not stated)
 : / | ? | 0.2 | 3 | -2 | -0.8 | ? | -1.1 | ?
> COc1ccc(C(C)(O)c2nc(-c3ccc(OC)nc3)cs2)cc1 (configuration not stated)
 : / | -0.1 | -2.0 | 0 | -1 | 1.8 | -10 | / | -2
> O=C(O)CCC(=O)Nc1ccccc1C(=O)NCc1ccccc1
 : 0.9 | -0.1 | -1.0 | 0 | -2 | 0.3 | -2 | -1.2 | 1
> COc1cccc(NC(=O)COc2ccc(S(=O)(=O)NC(C)C)cc2)c1
 : -0.3 | -0.1 | -2.4 | 6 | 1 | -1.2 | 0 | -1.6 | 4
> COc1ccc(-c2nn(CCC(=O)O)cc2CCC(=O)O)cc1
 : -1.0 | -0.3 | 2.6 | -1 | 2 | -5.1 | -8 | -1.5 | -4
> COc1ccc(CCNC(=O)CSC(=O)c2ccccc2)cc1OC
 : -0.8 | -0.3 | -4.5 | 7 | -2 | / | 0 | -1.5 | 0
> Cc1cc(/C=C2\SC(=S)NC2=O)c(C)n1-c1ccc(O)cc1
 : 2.1 | -1.7 | 3.0 | 13 | -17 | / | -3 | 0.6 | -5
> CCN(CC)CCNC(=O)C1(O)c2cc(Br)ccc2NC(=O)N1c1cccc(OC)c1 (configuration not stated)
 : 2.5 | -1.8 | -2.1 | -3 | 2 | -2.7 | 4 | 8.2 | 10
> Cc1ccc(S(=O)(=O)Nc2nc3ccccc3nc2NCC2CCCO2)c(C)c1 (configuration not stated)
 : 3.3 | -1.4 | -1.5 | 15 | 30* | / | -1 | -0.1 | 3
> CC(C(=O)NCC1CCCCC1)N1CCN(S(=O)(=O)/C=C/c2ccccc2)CC1 (configuration not stated)
 : -2.5 | -1.1 | 1.2 | 6 | 0 | / | -1 | -0.9 | -7
> COc1cc(/C=N/NC(=O)c2ccc(Cn3cc([N+](=O)[O-])cn3)o2)cc(Br)c1O
 : 0.6 | -1.2 | 2.2 | 10 | -3 | 3.1 | -2 | 1.2 | -10
> O=C(Nc1ccc2[nH]c3c(c2c1)CCCC3)c1ccco1
 : 1.6 | 0.1 | -1.0 | 15 | 1 | -0.2 | 0 | 2.9 | 6
> NC(=NCCc1ccc(Cl)cc1)NS(=O)(=O)c1ccccc1
 : 0.4 | -5.9 | -2.0 | 3 | -2 | -1.0 | -1 | 0.6 | -6
> CC(=O)C1=C(O)C(=O)N(CCN2CCOCC2)C1c1ccccc1 (configuration not stated)
 : -3.7 | -0.8 | -2.9 | 11 | -3 | -0.8 | -4 | -1.7 | -12
> C=CCn1c(C(CCCC)CC(C)O)n[nH]c1=S (configuration not stated)
 : 1.8 | 0.3 | -3.7 | -6 | -3 | / | -1 | 0.8 | 0
> Cc1ccc(NC(=O)CO/N=C(\N)c2nonc2N)cc1
 : 0.6 | -0.1 | -0.3 | -3 | 0 | 0.7 | 0 | 0.1 | -2
> COC(=O)C1=C(c2ccc(-c3ccccc3)c(F)c2)C[C@@H]2CC[C@H]1N2C(=O)NCCOc1ccccc1Cl
 : 0.1 | -0.5 | -2.0 | -1 | 0 | 0.1 | 0 | 8.5 | 3
> CC1CC1C(=O)OCC(=O)NCc1ccc(Cl)cc1Cl (configuration not stated)
 : 0.1 | -0.1 | -0.3 | 6 | 2 | 1.5 | -8 | -0.7 | 0
> Cc1ccc(NC(=O)COC(=O)C2CC2)c(Br)c1
 : 1.7 | -0.7 | -1.9 | 10 | 0 | 0.0 | 0 | -0.8 | -1
> COc1ccc(C)cc1S(=O)(=O)NCCC1=CCCCC1
 : -3.2 | 0.7 | 0.9 | 15 | 0 | -0.8 | 2 | 0.7 | -3
> Cc1nn(C)c(Oc2cccc(Cl)c2)c1C(=O)Nc1ccc(F)cc1F
 : -4.8 | -0.2 | -0.6 | 6 | -1 | / | 0 | 1.0 | 6
> CCC(=O)N1CCc2cc(S(=O)(=O)NCCc3ccc(S(N)(=O)=O)cc3)ccc21
 : 2.9 | 0.2 | -4.2 | 1 | 2 | -1.3 | 0 | -0.5 | -4
> COc1ccc(C2=NN(C(=O)COC(=O)c3ccc(S(C)(=O)=O)c([N+](=O)[O-])c3)C(c3ccco3)C2)cc1 (configuration not stated)
 : 0.0 | 0.0 | -0.1 | 2 | 0 | / | 1 | 2.1 | 2
> Fc1ccc(N2CCN(/C=C/c3nnnn3-c3ccccc3)CC2)cc1
 : 1.6 | 0.2 | -2.6 | -1 | -2 | -0.9 | -1 | -0.2 | -2
> Cc1nnc(SCCn2c(N3CC(C)CC(C)C3)nc3c2c(=O)[nH]c(=O)n3C)s1 (configuration not stated)
 : -1.8 | -2.5 | -0.7 | 10 | -1 | -1.4 | -1 | -0.9 | -5
> Cc1nc2sccn2c(=O)c1S(=O)(=O)NCC(C)c1ccccc1 (configuration not stated)
 : 1.0 | -1.1 | -2.4 | 25 | 4 | 0.2 | -8 | -0.1 | -13
> CC(=O)N1CCN(c2ccc(NC(=O)c3ccc(N4CCCC4)c([N+](=O)[O-])c3)cc2Cl)CC1
 : 1.0 | -1.8 | 0.2 | 17 | -3 | 0.2 | -6 | 2.8 | -9
> C/C(N)=C(/C#N)C(=O)CSc1nc(C2CCCCC2)n(-c2ccccc2)n1
 : -1.1 | 0.0&0.2 | -2.9&-0.9 | 9&7 | 1&-1 | 1.9 | -2&8 | 0.9&1.2 | -3&2
> Cc1cccc(NC(=O)COC(=O)c2c(-c3ccccc3)noc2C)c1
 : / | 0.5 | 0.1 | 15 | 4 | -0.1 | -7 | / | 8
> c1ccc2c(-c3cccc4nccn34)cncc2c1
 : / | -0.5 | -3.1 | 5 | 1 | 0.6 | -6 | / | -1
> CCN(CC)CCn1c(=N)n(CC(O)c2ccco2)c2ccccc21 (configuration not stated)
 : 0.2 | -1.0 | 0.0 | 5 | 0 | / | -4 | -1.0 | -3
> CCO[C@@H]1OC(C(N)=O)=C[C@H](C(C)(C)C)[C@H]1CCCO
 : -0.5 | -0.1 | -0.4 | 8 | 0 | 0.4 | -9 | -1.0 | -9
> O=C(CCN1C(=O)c2ccccc2C1=O)N1CCN(C2c3ccccc3-c3ccccc32)CC1
 : 0.4 | 0.3 | -3.9 | -6 | 0 | -0.2 | -4 | -0.5 | 0
> Cc1ccc(CN2CC(=O)N3[C@H]4c5cc(C)ccc5OC[C@@H]4[C@H](c4ccccc4)[C@]3(C)C2=O)cc1
 : -1.8 | 0.6 | -4.6 | 2 | 0 | -0.1 | -4 | 4.2 | 0
> O=C(Cc1cccc(NC(=O)C2CCCN(C(=O)C3CCCC3)C2)c1)Nc1cccc(C(=O)N2CCOCC2)c1 (configuration not stated)
 : / | 0.2 | -2.8 | -3 | -3 | -0.9 | -6 | 3.5 | 2
> C=C1C2C[C@H](O)C(C)(C)[C@@]2(O)[C@H](O)C[C@]23C[C@@](C)(O)[C@H](CC[C@H]12)[C@H]3OC(C)=O (some centres not stated)
 : 0.0 | -0.8 | -0.4 | 2 | 0 | -0.9 | 0 | 0.0 | 1
> CCOC(=O)C1=CNS(=O)(=O)NC1c1ccc(C(=O)OC)cc1 (configuration not stated)
 : / | 0.1 | 0.9 | -4 | 7 | 1.1 | -5 | 0.4 | -4
> Cc1cccc(C)c1N1CCN(C(=O)N2CCOCC2)CC1
 : -0.2 | -0.6 | -1.5 | -1 | 2 | / | -3 | 0.2 | -1
> CCCCCn1c(=O)[nH]c2cc(C(=O)NCCCN(C)Cc3ccccc3)ccc2c1=O
 : -0.7 | -1.1 | -0.4 | 12 | 8 | -1.6 | -2 | 1.0 | 1
> O=C(CN1CCN(S(=O)(=O)c2ccccc2C(F)(F)F)CC1)NCc1cccs1
 : 2.4 | -4.1 | -3.6 | 3 | 0 | -0.9 | -3 | 1.1 | 2
> CN(CC(=O)Nc1cccc(S(=O)(=O)N2CCCC2)c1)CC(=O)Nc1ccc(Cl)c(C(F)(F)F)c1
 : 1.4 | -2.0 | -4.0 | -2 | -3 | -0.7 | 4 | 0.7 | -10
> Cc1ccc2c(c1)C(CCN)C(=O)N2Cc1ccccc1 (configuration not stated)
 : 0.5 | 0.3 | -1.7 | 0 | 1 | -4.1 | 1 | -0.4 | 2
> CN1C=CC2=C(C#N)C(N)C(C#N)(C#N)[C@H](c3ccccc3)[C@H]2C1 (some centres not stated)
 : 2.1 | 0.5 | 0.3 | 8 | 14 | -20 | 0 | 0.2 | 0
> O=C(Cc1nnc(NC(=O)Nc2ccc(F)cc2)s1)NCc1ccccc1
 : 2.2 | 0.6 | -1.4 | 4 | 2 | -1.5 | 3 | / | -4
> Cn1c(=O)c(=O)n(C)c2cc(S(=O)(=O)N3CCN(c4cccc(C(F)(F)F)c4)CC3)ccc21
 : -0.1 | -0.8 | 1.6 | 8 | -1 | -1.9 | 0 | -0.1 | 0
> CCN(CC)S(=O)(=O)c1ccc(NC(=O)CO/N=C(\N)c2ccccc2)cc1
 : 0.9 | 9.8 | 2.5 | -6 | 0 | 1.0 | 1 | -0.4 | 11
> CCc1ccc(CN(C)CC(=O)Nc2ccc3c(c2)CCC3)cc1
 : -2.1 | -0.5 | -5.7 | 3 | -7 | / | 2 | -0.1 | 0
> COC(=O)c1ccccc1NC(=S)N1CCOCC1
 : 0.8 | -2.5 | 2.7 | 7 | 1 | 1.6 | 9 | 0.2 | -10
> COc1ccccc1C(C)NC(=O)CN(C)CC(=O)Nc1c(C)cccc1C (configuration not stated)
 : -0.4 | 1.6 | -2.8 | -3 | 1 | -0.4 | -1 | 0.7 | 8
> CCN(CC)S(=O)(=O)c1cc(NC(=O)C2CSC3(C)CCC(=O)N23)ccc1C (configuration not stated)
 : 0.6 | -0.2 | -0.7 | -2 | 1 | -4.1 | 14 | -0.4 | 4

Compound profiles (already shown):
Cc1ccc(CN2CC(=O)N3[C@H]4c5cc(C)ccc5OC[C@@H]4[C@H](c4ccccc4)[C@]3(C)C2=O)cc1 in the list: UGM FP inh: -1.8; BoNT-A LC inh2: 0.6; FadD28 FP inh: -4.6; GDH-TPI inh: 2; Mtb FBA inh: 0; Mtb BioA inh: -0.1; Anthrax LF inh2: -4; PfHsp40 yeast: 4.2; BoNT F protease: 0
CCc1ccc(CN(C)CC(=O)Nc2ccc3c(c2)CCC3)cc1 in the list: UGM FP inh: -2.1; BoNT-A LC inh2: -0.5; FadD28 FP inh: -5.7; GDH-TPI inh: 3; Mtb FBA inh: -7; Mtb BioA inh: /; Anthrax LF inh2: 2; PfHsp40 yeast: -0.1; BoNT F protease: 0

High-throughput results from PubChem BioAssay.
